Tau FP inhib – blocks human tau fibril formation measured by polarization; AID 1468; Potency, µM (doses to about 57.7 µM), without a hit: at the top dose activity, negative = inhibition, hits mostly inhibitors; 280,000 compounds, 0.39% hits; P10636; K18 P301L tau heparin fibrillization, Alexa594 FP, 6 h; also: % is scaled to controls: 0 for no effect and ±100 for the full control effect; nearly all actives have a fitted effect of over 55% in size
Target sequence (P10636 561-689 P618L limits assumed): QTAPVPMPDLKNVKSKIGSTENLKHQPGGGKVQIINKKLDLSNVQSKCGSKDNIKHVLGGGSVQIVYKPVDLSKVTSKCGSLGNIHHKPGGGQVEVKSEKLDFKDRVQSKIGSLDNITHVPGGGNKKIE
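FP of Alexa 594-tau after heparin (20 uM) induction. Substrate: human K18 P301L, 15 uM unlabeled, 0.24 uM labeled. Buffer 100 mM sodium acetate pH 7. 6 hr, 37 C.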
HTT ATP protect – Huntington cell model cytoprotection by ATP luminescence; 230,000 compounds, 0.14% hits; Potency, µM (series often up to 56.4 µM), for inactives: cytoprotection (ATP increase), usual class: activators; PC12 HTT-Q103 induced, cytoprotection, ATP luminescence, 40 h;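 also: % of control where 0% means no effect; nearly all actives have a fitted effect of over 45% in size; toxic huntingtin expression switched on by the ecdysone agonist tebufenozide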
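Rat PC12, Q103 Htt exon1-GFP fusion, ecdysone promoter; tebufenozide inducer 100 nM final; compound titration; qHTS, 1500 cells/well; ATPlite luminescent read.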
SMN2 splice enh – SMN2 splice variant enhancement | AID 1458 | HEK293 SMN2-luciferase splicing reporter, luminescence, 30-36 h | Potency, µM (titrated, usually from 46.1 µM), for the others: at the highest dose activity change, positive = activation, actives largely listed as activators | 210,000 compounds, 2.8% hits; also: % of control where 0% means no effect; nearly all actives have a fitted effect of over 55% in size
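HEK293 cells carry an SMN2 […]–luciferase reporter in which exon 7 inclusion puts luciferase in frame. Cells were plated 10-12 h before compound addition, then incubated 30-36 h at 37C. ONE-Glo luminescence was read; sodium butyrate at 4.5 mM final served as control.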
Tau ThT inhib – blocks human tau fibril formation measured by thioflavin T; Potency, µM (titrated, usually from 57.4 µM), for the others: at the top dose activity, negative = inhibition, usual class: inhibitors; recombinant tau K18 P301L, heparin-induced fibrillization, ThT fluorescence; 270,000 compounds, 2.1% hits; P10636; also: % is scaled to controls: 0 for no effect and ±100 for the full control effect; nearly all actives have a fitted effect of over 55% in size
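K18 P301L tau (15 uM + 0.24 uM Alexa 594-tagged), heparin 20 uM, NaOAc pH 7, 6 h 37 C; ThT 30 uM, 1 h RT, ex 450/em 510 nm.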
Tau fluor counter – counter-screen for tau fibril formation inhibitors; tau K18 P301L (four-repeat tau fragment) Alexa594 fluorescence, heparin fibrillization; Potency, µM (highest dose often 57.7 µM), without a hit: at the top dose activity change, negative = decrease; 280,000 compounds, 0.93% hits; AID 1463; also: % is scaled to controls: 0 for no effect and ±100 for the full control effect; nearly all actives have a fitted effect of over 55% in size
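Human K18 P301L tau (15 uM unlabeled plus 0.24 uM Alexa 594-labeled, final) in 100 mM sodium acetate pH 7 was mixed with compound and 20 uM heparin and incubated 6 hr at 37 C.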
KDM4E inh – inhibitors of human JMJD2E histone demethylase. B2RXH2. JMJD2E catalytic domain, FDH-coupled NADH fluorescence (FDH is formaldehyde dehydrogenase). Potency, µM (top dose mostly 57.1 µM), for the others: top-dose activity change, negative = inhibition, most hits filed as inhibitors. 230,000 compounds, 1.6% hits; active = well fitted inhibition curve with a large enough effect, not every such curve was filed as active; inconclusive = small, poorly fitted or top-dose-only effect, or another doubt; inactive = no such curve, though single readings can be large or run the other way;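 also: 0% = wells with enzyme and -100% = buffer wells without enzyme; nearly all actives have a fitted effect of over 50% in size; many of its hits are not listed in these tables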
Target sequence (B2RXH2 1-337 limits assumed): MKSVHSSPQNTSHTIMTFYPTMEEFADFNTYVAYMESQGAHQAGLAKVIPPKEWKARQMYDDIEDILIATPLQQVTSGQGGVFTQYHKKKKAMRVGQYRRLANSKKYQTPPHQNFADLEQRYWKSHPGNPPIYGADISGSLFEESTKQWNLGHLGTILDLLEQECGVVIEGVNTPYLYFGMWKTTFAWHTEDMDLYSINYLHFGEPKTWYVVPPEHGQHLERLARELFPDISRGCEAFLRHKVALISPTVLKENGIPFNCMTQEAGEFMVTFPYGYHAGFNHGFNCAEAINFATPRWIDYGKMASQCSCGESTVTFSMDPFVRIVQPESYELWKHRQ
HTT aggregate – inhibitors of mutant huntingtin aggregate formation in PC12 cells. PC12 HttQ103-GFP aggregates, Acumen cytometry, 40 h. AID 1688. 220,000 compounds, 1.1% hits. Potency, µM (top dose mostly 46.1 µM), without a hit: at the highest dose activity change, negative = inhibition, usual class: inhibitors; also: % is scaled to controls: 0 for no effect and ±100 for the full control effect; nearly all actives have a fitted effect of over 60% in size
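Aggregate formation scored by laser-scanning cytometer (488 excitation, 500–530 emission) in lysed PC12 cells expressing Q103-GFP after 100 nM tebufenozide induction; library tested in dose series, with ATPLite reagent added in the multiplex.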
ALDH1A1 block – inhibitors of human aldehyde dehydrogenase 1A1 | Purified ALDH1A1, NADH fluorescence, propionaldehyde substrate | Potency, µM (top dose mostly 75.3 µM), without a hit: top-dose activity, negative = inhibition, actives largely listed as inhibitors | 220,000 compounds, 7.3% hits | AID 1030; active = well fitted inhibition curve with a large enough effect, not every such curve was filed as active; inconclusive = small, poorly fitted or top-dose-only effect, or another doubt; inactive = no such curve, though single readings can be large or run the other way;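 also: plate controls were no enzyme wells and a reference inhibitor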
Target sequence (P00352 whole entry, looked up): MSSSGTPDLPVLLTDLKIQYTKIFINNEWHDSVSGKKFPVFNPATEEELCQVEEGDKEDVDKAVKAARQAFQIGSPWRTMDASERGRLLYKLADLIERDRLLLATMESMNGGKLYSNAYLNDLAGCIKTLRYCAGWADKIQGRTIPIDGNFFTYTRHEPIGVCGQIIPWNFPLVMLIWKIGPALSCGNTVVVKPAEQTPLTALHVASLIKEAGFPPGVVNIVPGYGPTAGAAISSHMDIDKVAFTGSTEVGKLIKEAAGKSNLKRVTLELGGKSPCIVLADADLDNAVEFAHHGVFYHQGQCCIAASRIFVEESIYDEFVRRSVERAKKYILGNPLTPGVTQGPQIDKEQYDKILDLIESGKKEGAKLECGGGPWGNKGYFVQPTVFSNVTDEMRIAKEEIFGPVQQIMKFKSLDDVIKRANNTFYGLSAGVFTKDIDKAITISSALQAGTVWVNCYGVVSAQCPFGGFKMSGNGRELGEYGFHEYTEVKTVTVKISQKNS
* = called active by the depositor; ? = inconclusive; . = not tested or not shown; [ ] = another dose, or the depositor's remark. Unless noted, calls follow the shape of the dose curve; as a rule, active = well fitted curve in the direction sought with a large enough effect; inconclusive = small, poorly fitted or top-dose-only effect, or another doubt; inactive = no such curve, though single readings can be large; an effect the other way counts as inactive or inconclusive. Potency is read from the fitted curve at half-maximal effect. An excerpt; the hit share may differ from the screen's.

entry	molecule	HTT aggregate	KDM4E inh	Tau fluor counter	Tau FP inhib
1	C=CCN(c1ccc(OC)cc1)S(=O)(=O)c1ccc(Cl)c(C(=O)OCC(=O)NC2CC2)c1	-11%	0%	2%	8%
2	COc1ccc(OC)c(/C=C2/Sc3ccccc3C2=O)c1	3%[9.22 µM]	?	-10%	7%
3	CCCC(=O)N/C(N)=N/c1nc2ccccc2o1	-6%[9.22 µM]	-10%	-4%	11%
4	COCCN1CCN(Cc2cn[nH]c2-c2cc3ccccc3o2)CC1	-12%[9.22 µM]	5%	-8%	1%
5	Cc1c(O)c(CN2CCCCC2)cc2c1oc(=O)c1ccccc12	-5%	6%	-15%	7%
6	C=CCN1C(=NC(=O)CCC(=O)O)SC2CS(=O)(=O)CC21 (stereo unspecified)	27%	-4%	-4%	-1%
7	CCC(=O)N1CCN(c2ccc(NC(=O)c3ccccc3)cc2)CC1	-12%[9.22 µM]	-7%	-4%	-6%
8	O=C(Cn1nc(Cc2cccnc2)c2ccccc2c1=O)NCc1ccc2c(c1)OCO2	-7%	3%	-8%	-2%
9	CCCCC(=O)N1c2ccccc2C(C)(c2ccccc2)CC1(C)C (stereo unspecified)	.	.	-6%	-3%
10	CC(C)c1nnc(NC(=O)C2CCCN2C(=O)Nc2ccccc2[N+](=O)[O-])s1 (stereo unspecified)	1%	7%	-3%	12%
11	O=C(CSc1ncnc2c1oc1ccccc12)Nc1ccccc1F	-8%	4%	-7%	-12%
12	Cc1c(Cl)c([N+](=O)[O-])nn1CCCC(=O)Nc1cccc(O)c1	29%	-2%	-9%	3%

entry	HTT ATP protect	Tau ThT inhib	SMN2 splice enh	ALDH1A1 block
1	-38%	-1%	-6%	6%
2	24%[10 µM]	?	.	?
3	-1%[10 µM]	-8%	.	.
4	1%[10 µM]	-8%	.	?
5	-14%	-10%	8%	?
6	-12%	-6%	4%	6%
7	5%[10 µM]	?	21%	5%
8	-29%	-9%	1%	30%[activator]
9	.	-11%	-13%	.
10	-32%[inhibitor]	1%	-4%	-2%
11	-1%	-10%	7%	-3%
12	.	0%	8%	?

Gathered by group, the compounds so far containing a halogen.
entry	molecule	HTT aggregate	KDM4E inh	Tau fluor counter	Tau FP inhib
1	C=CCN(c1ccc(OC)cc1)S(=O)(=O)c1ccc(Cl)c(C(=O)OCC(=O)NC2CC2)c1	-11%	0%	2%	8%
11	O=C(CSc1ncnc2c1oc1ccccc12)Nc1ccccc1F	-8%	4%	-7%	-12%
12	Cc1c(Cl)c([N+](=O)[O-])nn1CCCC(=O)Nc1cccc(O)c1	29%	-2%	-9%	3%

entry	HTT ATP protect	Tau ThT inhib	SMN2 splice enh	ALDH1A1 block
1	-38%	-1%	-6%	6%
11	-1%	-10%	7%	-3%
12	.	0%	8%	?

The results go on:
entry	molecule	HTT aggregate	KDM4E inh	Tau fluor counter	Tau FP inhib
13	Cn1c(=O)cc(SCC(=O)Nc2ccc3c(c2)OCO3)c2ccccc21	15%	1%	-5%	-7%
14	COC(=O)c1ccc(NC(=S)NCCc2ccccc2C)cc1	1%	-6%	?	?
15	COc1ccc(N(C(C)C(=O)Nc2ccc(S(=O)(=O)N3CCOCC3)cc2)S(C)(=O)=O)cc1 (stereo unspecified)	2%[9.22 µM]	2%	-14%	-9%
16	CCSc1ccc2nnc(-c3cccc(F)c3)n2n1	-32%	?	-16%	?
17	CCOc1ccccc1-n1c(SCC(N)=O)nnc1-c1ccccc1	3%	3%	-2%	0%
18	O=C(Nc1ccc(C(=O)N2CCOCC2)cc1)c1cccs1	5%	2%	23%	-5%
19	O=C(CSc1cccc(C(F)(F)F)c1)NCc1ccccc1	12%	3%	-6%	1%
20	Cc1nc2scc(-c3ccc(Cl)cc3)c2c(=O)o1	2%[1.84 µM]	5%	-7%	7%
21	CCOc1ccc(/C=N/Nc2nc(N3CCCC3)nc(N3CCCC3)n2)cc1OC	20%	-10%	-25%	-5%
22	CCOC(=O)Nc1cccc(NC(=O)c2ccccc2F)c1	-13%[9.22 µM]	4%	3%	4%
23	O=S(=O)(NCc1ccccc1Cl)c1cnc[nH]1	1%	-4%	5%	7%
24	COC(=O)C1=C2SC(C)C(=O)N2C(N)=C(C#N)C1c1ccc(OC)c(OC)c1 (stereo unspecified)	-22%	-18%	-6%	-3%

entry	HTT ATP protect	Tau ThT inhib	SMN2 splice enh	ALDH1A1 block
13	-25%	-3%	.	7%
14	-1%[1.9 µM]	-6%	2%	-15%
15	-6%[10 µM]	-7%	.	16%
16	-2%	-9%	-28%	?
17	0%[10 µM]	-7%	2%	5%
18	0%	24%	-4%	-8%
19	2%[10 µM]	2%	-17%	23%
20	-10%	-20%	-8%	-10%
21	-10%	?	-5%	-3%
22	1%	-3%	-11%	2%
23	?	-1%	22%	-2%
24	1%	?	-9%	13µM*

Next section.
entry	molecule	HTT aggregate	KDM4E inh	Tau fluor counter	Tau FP inhib
25	CCOC(=O)C1CCN(C(=O)Nc2ccc(OCc3ccccc3)cc2)CC1	-16%[9.22 µM]	3%	-17%	5%
26	COc1cc(-c2cc(-c3nnco3)c3ccccc3n2)cc(OC)c1OC	2%	18%	-18%	-7%
27	O=C(Nc1cccc(S(=O)(=O)Nc2ccc(Cl)cc2)c1)c1ccc(Cl)nc1	?	3%	?	?
28	CCOc1ccc(Nc2nc3c(S(=O)(=O)c4ccc(CC)cc4)nnn3c3ccc(Cl)cc23)cc1	.	.	-9%	?
29	CCc1ccc(N2CCCn3c2nc2c3c(=O)n(CCN3CCOCC3)c(=O)n2C)cc1	4%	10%	0%	-8%
30	Cc1nc(Nc2nc3ccccc3o2)nc2c1CCC2	7%	-3%	-2%	2%
31	NC(Cc1ccccc1)C(O)(c1ccccc1)c1ccccc1 (stereo unspecified)	-10%[9.22 µM]	31%[activator]	0%	1%
32	O=C(O)c1ccc(Oc2ccc(C(F)(F)F)cn2)cc1	-1%	-3%	5%	-6%
33	Cc1ccc(C)c(NC(=O)c2ccc3c(c2)CCN3S(=O)(=O)c2ccccc2)c1	.	.	-12%	-5%
34	Cc1nn(C)c(C)c1Nc1ccc(N2C(=O)C3C4C=CC(C4)C3C2=O)cc1[N+](=O)[O-] (stereo unspecified)	-6%	-7%	-6%	-3%
35	O=C(c1ccc(F)cc1)C1CCN(C(=O)NC2CCCCC2)CC1	18%	1%	-2%	-2%
36	COCCNC(=O)CCCn1c(=O)c2cc(OC)c(OC)cc2n(CC(=O)Nc2ccccc2OC)c1=O	15%	?	-5%	0%

entry	HTT ATP protect	Tau ThT inhib	SMN2 splice enh	ALDH1A1 block
25	11%[10 µM]	?	.	.
26	-43%[inhibitor]	-10%	14%	?
27	26%[10 µM]	-3%	.	5%
28	.	1%	5%	.
29	-3%	1%	-5%	3%
30	-85%[inhibitor]	?	2µM*	-2%
31	-5%[10 µM]	-3%	.	7%
32	-23%	2%	3%	14%
33	.	4%	-2%	.
34	-4%	-11%	.	?
35	-10%	-3%	-24%	11µM*
36	-30%[inhibitor]	-5%	-11%	?

Next section.
entry	molecule	HTT aggregate	KDM4E inh	Tau fluor counter	Tau FP inhib
37	O=C1c2ccccc2NC(c2ccco2)N1NS(=O)(=O)c1ccccc1 (stereo unspecified)	2%	?	3%	0%
38	O=C(O)c1cc(N/N=C/C=C/c2ccccc2[N+](=O)[O-])ccc1Cl	14%[9.22 µM]	-16%	?	-3%
39	CCNc1nc(NC(C)C)nc(N(C#N)Cc2ccccc2)n1	9%	4%	-4%	1%
40	Nc1nc(CSC(=S)N2CCOCC2)nc(Nc2ccc(F)cc2)n1	?	?	-15%	-13%
41	Cc1cc(C)n(CC(=O)c2ccc(Cl)cc2)n1	-11%	7%	-2%	1%
42	CCOc1ccc(CCN2CN(C3CCCCC3)CNC2=S)cc1OCC	6%[9.22 µM]	15%	-18%	3%
43	Cc1ccc(NC(=O)Cn2nc(C)cc2C)cc1	18%	-2%	1%	-5%
44	Cc1nc2sc(C(c3ccccc3)N3CCC(O)CC3)c(O)n2n1 (stereo unspecified)	5%	1%	-8%	-5%
45	CCOC(=O)N1CCC(NC(=O)C2CCN(c3nc(-c4ccc(OC)cc4)no3)CC2)CC1	-26%	-2%	1%	0%
46	CCOC(=O)c1nc(N)c(=O)n(-c2ccc(C)cc2)n1	3%	12%	-4%	0%
47	Cc1cccc(NC(=O)C2CCCN(C(=O)NC3CCCCC3)C2)c1C (stereo unspecified)	0%	0%	6%	-3%
48	COc1ccc(N(C(=O)c2ccc(Cl)cc2)S(=O)(=O)c2ccc(C)cc2)cc1	.	.	-18%	-11%

entry	HTT ATP protect	Tau ThT inhib	SMN2 splice enh	ALDH1A1 block
37	2%	-1%	-22%	?
38	9%[10 µM]	3.5µM*	.	?
39	2%[10 µM]	-4%	-12%	1.8µM*
40	6%[10 µM]	-4%	14µM*	8%
41	-29%	1%	3%	3%
42	18%[10 µM]	-15%	.	.
43	13%[10 µM]	-4%	?	1%
44	-4%	-9%	19%	8%
45	-22%[0.074 µM]	-9%	-42%[inhibitor]	0%
46	39%[10 µM]	12%	7%	5%
47	-3%[10 µM]	-2%	-13%	?
48	.	-9%	-4%	.

Next part.
entry	molecule	HTT aggregate	KDM4E inh	Tau fluor counter	Tau FP inhib
49	CN1CCN(C(=O)c2ccc3c(c2)N(Cc2ccc(Cl)cc2)C(=O)c2ccccc2S3(=O)=O)CC1	.	.	-18%	-7%
50	CC1CCN(c2ccc(NC(=S)NC(=O)c3ccco3)cc2)CC1	-14%	-2%	?	18%
51	O=C(C1=C[C@@H](c2ccc(C(F)(F)F)cc2)C[C@@H](OCCCCO)O1)N1CCN(Cc2ccccc2)CC1	1%[9.22 µM]	4%	-3%	6%
52	Cc1ccc(C)c(NS(=O)(=O)c2cc(C(=O)NCCSC3CCCCC3)ccc2C)c1	?	2%	-27%	0%

entry	HTT ATP protect	Tau ThT inhib	SMN2 splice enh	ALDH1A1 block
49	.	-4%	1%	.
50	-18%	?	-43%[inhibitor]	?
51	-9%[10 µM]	-16%	.	-8%
52	-32%	-5%	-21%	?

Source: PubChem BioAssay (National Center for Advancing Translational Sciences (NCATS))
